ARFGAP1 inh = rat ARFGAP1 inhibition. Q62848. Arfgap1-stimulated ARF1 GTP hydrolysis, GDP FP detection. inhibition, % at 16.5 µM. actives 0.26% (n = 360,000). AID 651572;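 active = inhibition above a per-plate limit, mean inhibition of low control wells plus 3 SD, cut at about 25% in these data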;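 note: 0% = DMSO wells with enzyme and 100% = wells lacking Arfgap1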
Target sequence (Q62848 1-136 limits assumed): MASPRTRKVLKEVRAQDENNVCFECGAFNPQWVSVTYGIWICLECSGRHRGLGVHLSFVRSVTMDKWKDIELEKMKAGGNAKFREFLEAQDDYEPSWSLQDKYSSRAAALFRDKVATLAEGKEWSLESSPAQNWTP
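Replicates: Single well per compound | Assay system: Truncated rat Arfgap1 GAP domain | Control set: No-Arfgap1 wells (100%) versus DMSO full-reaction wells (0%) | Times: Enzyme reaction 120 min at 25 °C after 20 min preincubation | Reagent: Human ARF1(Δ1-17)-GTP substrate | Measured by: Tracer-displacement fluorescence polarization with EDTA stop, 620/688 nm | Measure: Percent inhibition of Arfgap1-stimulated GTP hydrolysis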
ASAP1 GAP inh = ASAP1 ArfGAP inhibition; ASAP1-stimulated ARF1 GTP hydrolysis, GDP FP detection; AID 624377; actives 0.19% (n = 360,000); inhibition, % at 16.5 µM; in the data active = inhibition above about 25%;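 note: 0% = vehicle with enzyme and substrate and 100% = no enzyme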
Target sequence (Q9ULH1 325-724 limits assumed): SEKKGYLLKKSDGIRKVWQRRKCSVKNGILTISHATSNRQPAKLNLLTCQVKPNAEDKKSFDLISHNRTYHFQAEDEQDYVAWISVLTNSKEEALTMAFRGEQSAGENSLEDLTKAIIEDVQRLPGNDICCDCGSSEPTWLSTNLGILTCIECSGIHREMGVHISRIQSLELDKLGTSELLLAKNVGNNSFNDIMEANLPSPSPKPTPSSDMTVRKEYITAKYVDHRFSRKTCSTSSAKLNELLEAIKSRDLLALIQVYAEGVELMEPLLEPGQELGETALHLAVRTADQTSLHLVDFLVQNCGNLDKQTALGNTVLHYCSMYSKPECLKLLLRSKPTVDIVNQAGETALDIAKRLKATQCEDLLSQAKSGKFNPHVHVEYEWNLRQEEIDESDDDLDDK
GC-B act = GC-B (human) receptor activation; P20594; HEK293-GC-B cells, CNP EC30, cGMP TR-FRET; 0% at EC30 CNP, 100% saturating CNP; activation, % at 10 µM; actives 0.11% (n = 370,000);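 active = activation at 10 µM reaching about 35% in either raw or pattern-adjusted values, limit read from the data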
ABHD4 inh = ABHD4 (mouse) inhibition, primary FP screen | purified mABHD4, FP-Rh probe fluorescence polarization | AID 720543 | actives 0.54% (n = 370,000) | inhibition, % at 8.92 µM;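 active = inhibition exceeding the mean over every tested compound plus 3 SD, cut at about 30% in these data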;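 note: 0% = plate median of compound wells and 100% = S159A mutant with DMSO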
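Assay system: mABHD4 protein; medium: HEPES pH 7.0, NaCl, Pluronic buffer; dosing: 8.92 µM, single dose; schedule: 45 min + 60 min at 25 °C; signal: FP readout, ex 525 nm / em 598 nm; read-out: normalized percent inhibition of probe labeling; repeats: single replicate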
PG9 binder = binds the HIV-1 gp120 antibody PG9 | TR-FRET gp120-PG9 antibody binding | inhibition, % at 6.7 µM | actives 0.43% (n = 360,000); in the data active = inhibition above about 8.5%
Rev-erbA mod = modulates human Rev-erb alpha binding to DNA. Rev-erbα–FITC-DNA binding, fluorescence polarization, 90 min. P20393. activity, % at 10 µM. actives 0.79% (n = 370,000). AID 1259318;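 active = activity above about 14%, limit read from the data; passing the limit was not always enough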;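 note: 0% = DMSO wells with 35 nM protein and 100% = DMSO wells with 750 nM protein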
NPR1 activator = GC-A (human) enzyme activation; P16066; HEK293 GC-A cells, cGMP TR-FRET, EC30 ANP; 0% at EC30 ANP, 100% saturating ANP; activation, % at 10 µM; actives 0.14% (n = 370,000); in the data active = activation above about 40%
SMARCA2 activ = activators of SMARCA2 function | MG213 cells, MMTV-luciferase reporter, dexamethasone, overnight | activation, % at 9.1 µM | actives 1% (n = 370,000); in the data active = activation above about 7.8%;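 note: 0% = vehicle wells and 100% = reference activator wells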
rCAG binder = r(CAG) repeat RNA binding; TO-PRO-1 dye displacement fluorescence; AID 651821; inhibition, % at 3 µM; actives 1.3% (n = 370,000);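 active = inhibition above the plate cutoff, the mean of all test compounds on that plate plus 3 SD, cut at about 35% in these data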;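 note: 0% = DMSO alone and 100% = 100 µM mitoxantrone as full dye displacement; higher means more dye released from RNA so lower well fluorescence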
HTRA1 inhibitor = HTRA1 (human) protease inhibition | Q92743 | recombinant HTRA1, FP-rhodamine activity-based probe, fluorescence polarization | inhibition, % at 5.96 µM | actives 0.5% (n = 340,000) | AID 504803; in the data active = inhibition above about 36%;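 note: 0% = enzyme with DMSO and 100% = wells lacking enzyme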
Target sequence (Q92743 whole entry, looked up): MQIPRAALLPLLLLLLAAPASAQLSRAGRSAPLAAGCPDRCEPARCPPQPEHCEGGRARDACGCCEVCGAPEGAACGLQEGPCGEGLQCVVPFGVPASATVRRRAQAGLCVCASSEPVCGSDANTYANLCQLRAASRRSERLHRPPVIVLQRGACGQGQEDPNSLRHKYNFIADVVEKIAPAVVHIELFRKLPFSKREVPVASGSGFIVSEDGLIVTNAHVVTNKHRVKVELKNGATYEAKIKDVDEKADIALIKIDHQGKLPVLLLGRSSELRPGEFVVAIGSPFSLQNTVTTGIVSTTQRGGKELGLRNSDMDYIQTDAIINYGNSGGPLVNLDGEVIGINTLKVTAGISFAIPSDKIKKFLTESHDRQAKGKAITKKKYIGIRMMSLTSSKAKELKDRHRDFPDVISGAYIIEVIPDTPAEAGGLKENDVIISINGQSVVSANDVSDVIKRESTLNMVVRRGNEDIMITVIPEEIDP
* = called active by the depositor; . = not tested or not shown.

SMILES	ARFGAP1 inh	ASAP1 GAP inh	GC-B act	ABHD4 inh	PG9 binder	Rev-erbA mod	NPR1 activator	SMARCA2 activ	rCAG binder	HTRA1 inhibitor
Cc1cc(Cl)cc(Br)c1OCCNCC(C)O (stereo unspecified)	-0.4	8.2	-12.5	1.7	2.2	0.4	-4.2	-0.5	-0.8	-0.8
COc1cc2c(cc1OC)C(c1cccc(OC)c1OC)CC(=O)N2 (stereo unspecified)	3.7	-1.8	4.1	-2.8	1.8	-0.9	-3.0	-3.9	-0.9	1.8
CCOc1ccc(OCCC(=O)OCC(=O)NC2CC2)cc1	15.3	3.5	0.7	5.4	1.9	-4.9	0.9	-0.8	-1.6	2.8
CC(C)N1CCN(CC2COc3ccccc3O2)CC1 (stereo unspecified)	-0.5	8.1	0.6	-0.2	1.3	-1.6	0.7	-3.7	-1.9	-6.9
COc1ccccc1NS(=O)(=O)c1cn(C)cn1	-0.1	-5.6	4.3	-3.5	0.2	-1.1	3.1	-2.9	0.8	7.2
Cc1ccc(N2CC(C(=O)OCC(=O)C(C)(C)C)CC2=O)cc1 (stereo unspecified)	0.2	14.2	0.4	3.5	2.4	-1.1	2.5	-3.6	-6.1	2.9
Cc1ccc(C(=O)n2nc(-c3cccnc3)nc2N)cc1	10.8	13.9	-2.0	4.8	0.0	-6.4	-0.1	-1.1	2.1	12.4
Cc1ccc(S(=O)(=O)N(C)C)cc1NC(=O)C1CCCC1	5.4	-9.1	5.5	-7.8	-1.3	9.3	-3.5	-4.1	3.7	6.3
CCCCCOc1ccc(Br)cc1CSC(=N)N	2.3	-8.5	-18.3	40.1*	-1.5	-2.0	-43.1	-8.6	10.2	-16.5
CC(C)C(=O)N(Nc1nc2ccccc2s1)C(=O)C(C)C	-1.5	4.6	-1.7	7.1	-1.5	0.9	0.6	-0.3	0.0	-2.7
C[C@H]1CN([C@@H](C)CO)C(=O)CCCn2nncc2CO[C@@H]1CN(C)C(=O)c1ccc(N2CCN(C)CC2)cc1	-2.5	-7.9	6.1	1.5	-1.8	0.7	1.3	-1.9	3.4	4.4
O=C(NN=Cc1ccccc1C(=O)O)c1ccc(NS(=O)(=O)c2cccs2)cc1	-1.7	-3.9	2.0	-3.5	1.3	-6.0	2.1	-1.5	8.9	-1.6
CC(=O)OC[C@@H]1CN(Cc2ccccc2)C[C@H](n2cnc3c(NCC(C)C)ncnc32)O1	2.4	-3.6	-1.9	6.2	-0.3	-6.1	2.5	-5.4	-1.5	.
COc1ccc(C(C)NC(=S)NC2CCCC2)cc1OC (stereo unspecified)	6.4	5.1	0.1	-1.0	-0.6	3.5	-2.1	-1.1	-4.6	8.6
Cc1ccccc1NC(=O)Nc1nc(C(N)c2ccccc2)cs1 (stereo unspecified)	5.7	4.0	0.4	0.6	-0.1	1.8	1.8	-0.8	14.9	.
Cc1ccc(C)c(NC(=O)CSc2nc3[nH]ncc3c(=O)[nH]2)c1	5.0	-7.9	1.5	0.8	0.0	4.7	1.4	-1.6	2.7	2.7
COc1ccccc1CNC(=O)C1CC2Cn3c(nc4cc5ccccc5cc43)C2N1C (stereo unspecified)	5.3	5.0	-5.9	0.2	-0.7	-2.5	-0.7	0.7	2.1	-6.3
COC(C)(C)[C@@H](O)COc1c2ccoc2cc2oc(=O)ccc12	4.5	3.5	0.1	-2.3	-0.9	-2.1	-2.5	2.1	-0.4	-2.6
CCOP(=O)(CC(C(C)=O)C(O)c1ccccc1)OCC (stereo unspecified)	-7.6	-11.7	5.7	-6.8	-0.5	2.1	-1.4	0.4	2.0	-0.5
Cc1ccc(NC(=O)COC(=O)Cn2ccc(C(F)(F)F)n2)cc1Cl	-11.8	1.5	-5.3	-0.9	-1.4	-2.0	2.7	0.7	0.8	-4.6
Brc1ccc2ncnc(Nc3ccc(N4CCOCC4)cc3)c2c1	9.0	16.5	10.5	12.6	-1.7	-1.4	5.6	-2.2	-2.0	18.8
CSc1ccc(CN2CCC(C)(Oc3ccc(CC#N)cc3)C2)cc1 (stereo unspecified)	2.4	7.1	1.5	8.0	0.3	-2.7	0.9	-0.5	1.7	.
CCc1ccc2[nH]c(=O)c(C(c3nnnn3CCOC)N3CCN(c4ccccc4)CC3)cc2c1 (stereo unspecified)	-3.7	6.1	2.6	7.7	-0.9	5.0	-2.2	0.6	0.3	-6.1
COc1ccc(CCNC(=O)CSc2nc3c([nH]2)c(=O)n(C)c(=O)n3C)cc1	.	.	-6.4	7.2	.	-0.3	-2.0	-2.8	1.3	.
COC(=O)C1=C(C)N(Cc2ccccc2C(F)(F)F)C(=NCC2CC2)NC1c1ccc(F)cc1 (stereo unspecified)	-2.2	-3.7	-19.7	2.6	0.0	5.2	-24.2	-1.6	4.4	.

2 entries from above, as a markdown table.
| molecule | ARFGAP1 inh | ASAP1 GAP inh | GC-B act | ABHD4 inh | PG9 binder | Rev-erbA mod | NPR1 activator | SMARCA2 activ | rCAG binder | HTRA1 inhibitor |
| --- | --- | --- | --- | --- | --- | --- | --- | --- | --- | --- |
| Brc1ccc2ncnc(Nc3ccc(N4CCOCC4)cc3)c2c1 | 9.0 | 16.5 | 10.5 | 12.6 | -1.7 | -1.4 | 5.6 | -2.2 | -2.0 | 18.8 |
| CSc1ccc(CN2CCC(C)(Oc3ccc(CC#N)cc3)C2)cc1 (stereo unspecified) | 2.4 | 7.1 | 1.5 | 8.0 | 0.3 | -2.7 | 0.9 | -0.5 | 1.7 | . |

Another view of part of the listing above:
| smiles | ARFGAP1 inh | ASAP1 GAP inh | GC-B act | ABHD4 inh | PG9 binder | Rev-erbA mod | NPR1 activator | SMARCA2 activ | rCAG binder | HTRA1 inhibitor |
| --- | --- | --- | --- | --- | --- | --- | --- | --- | --- | --- |
| CC(C)N1CCN(CC2COc3ccccc3O2)CC1 (stereo unspecified) | -0.5 | 8.1 | 0.6 | -0.2 | 1.3 | -1.6 | 0.7 | -3.7 | -1.9 | -6.9 |
| O=C(NN=Cc1ccccc1C(=O)O)c1ccc(NS(=O)(=O)c2cccs2)cc1 | -1.7 | -3.9 | 2.0 | -3.5 | 1.3 | -6.0 | 2.1 | -1.5 | 8.9 | -1.6 |

Later entries
SMILES	ARFGAP1 inh	ASAP1 GAP inh	GC-B act	ABHD4 inh	PG9 binder	Rev-erbA mod	NPR1 activator	SMARCA2 activ	rCAG binder	HTRA1 inhibitor
CC(C)CCC(C(=O)NC(C)c1ccccc1)C(=O)NC(C)c1ccccc1 (stereo unspecified)	-2.3	-3.6	1.4	2.8	0.4	-16.4	3.1	-2.6	-3.2	-2.9
Cc1cc(NS(=O)(=O)c2ccc(NC(=O)CSc3nnc(-c4cccnc4)n3-c3ccccc3)cc2)nc(C)n1	.	.	4.0	-0.1	.	1.4	1.7	-3.1	14.1	.
Cc1ccc(S(=O)(=O)c2c(N)n(Cc3ccco3)c3nc4ccccc4nc23)cc1	-2.6	10.8	-6.7	-16.2	-0.2	6.5	-0.6	-1.5	10.8	-32.2
CC(NCC(=O)Nc1ccccc1C(=O)NC1CC1)c1ccc(S(N)(=O)=O)cc1 (stereo unspecified)	10.3	0.7	4.0	25.8	-0.2	4.6	4.8	-0.7	-0.1	8.8
COc1cc(C(=O)OCCn2c(=O)c3c(ncn3CCN(C)C)n(C)c2=O)cc(OC)c1OC	11.9	-1.2	-3.1	-2.4	-0.2	-1.8	-4.6	-1.1	-5.6	0.0
O=C(Nc1nc2ccccc2[nH]1)c1ccc(Cl)cc1	3.7	4.1	4.5	15.8	-0.9	1.9	2.6	4.0	2.2	0.5
COCCOC(=O)c1c(C)nc(SCC(=O)Nc2ccc(OC)cc2)c(C#N)c1-c1ccco1	-2.4	-0.1	12.8	-9.1	4.5	20.7	1.9	-3.2	1.9	-8.9
O=C(Nc1ccccc1)Nc1ccc(F)c([N+](=O)[O-])c1	-1.3	-3.7	2.7	5.3	-1.6	-0.1	2.6	-3.7	3.5	-13.0
Cn1c(SCC(=O)NNC(=O)Nc2ccc(Cl)cc2)nnc1-c1ccccc1	8.9	-13.5	-1.9	-0.3	-0.1	-1.7	1.8	-1.2	-4.4	.
O=C(Nc1ccccc1)c1ccc(S(=O)(=O)N2CCCCC2)cc1	3.6	1.6	1.3	-6.5	-0.2	-3.3	6.4	-4.0	1.3	-21.1
CN1C[C@@H]2C[C@@H](C3=Cc4cc(Cl)ccc4OC3)N3CCC[C@@]23C1=O	2.2	0.9	3.6	-0.4	-0.4	-1.5	2.8	-1.8	-0.4	-0.7
O=C(COC(=O)C1(c2ccccc2)CCCC1)N1CCNC1=O	-2.3	0.0	2.0	2.6	1.4	2.0	1.7	0.0	-1.4	-9.5
COc1ccc(CCNc2nc(C)cc(C)c2C#N)cc1OC	9.7	9.9	7.5	5.2	-1.4	1.5	10.1	-2.3	-2.4	-1.5
NC(=S)n1[nH]c(-c2ccc([N+](=O)[O-])cc2)c(N=Nc2ccc(O)cc2)c1=O	5.3	3.8	0.1	23.3	0.2	-27.5	-8.0	-1.1	7.0	10.9
COc1cc(C(=O)NC(=S)NC(C)C)cc(OC)c1OC	4.6	-2.7	-0.6	0.8	2.4	-0.4	-3.8	-1.5	-0.9	-2.3
O=C(OCCN1CCOCC1)c1ccccc1	3.2	-0.1	4.9	-1.9	1.6	-5.9	-1.5	-1.7	-0.8	3.4
CCCn1c(SCC(=O)Nc2nc(C)cs2)nnc1-c1cccnc1	8.0	4.0	-3.3	-1.0	0.1	-10.3	-0.3	-1.0	-6.8	-2.2
CC(C)(C)c1ccc(-c2nnc3sc(-c4ccncc4)nn23)cc1	9.3	10.1	-6.4	-10.6	-2.8	2.3	-16.2	-3.8	0.5	-11.0
COC(=O)c1oc2ccccc2c1N	-1.1	-0.4	2.5	-2.5	-1.6	-3.1	3.4	1.6	-0.3	-1.1
CN(C)Cc1ccccc1Sc1ccccc1Br	-7.7	13.0	-3.4	-1.1	-1.8	-0.1	-2.0	-4.7	1.6	6.2
O=C(Nc1cccn(Cc2c(Cl)cccc2Cl)c1=O)c1ccc(Cl)cc1	-1.4	9.7	-0.2	-1.9	-2.0	4.4	4.7	2.8	2.4	2.9
CCOc1ccc(CC2CCC(=O)NC2=O)cc1 (stereo unspecified)	12.8	2.5	-1.5	-4.1	-1.6	3.3	-4.1	-1.4	-1.6	-2.9
CCCC[C@@H]1C=C(C(=O)O)[C@H](c2ccc3c(c2)OCO3)N1S(=O)(=O)c1ccc(C)cc1	-17.2	2.6	-2.0	6.2	0.1	-1.4	3.8	-3.8	45.0*	3.7
CN(C)S(=O)(=O)Nc1ccc(C(=O)O)cc1	7.8	-7.4	3.5	4.1	0.4	-4.1	-1.1	1.1	0.6	2.6
CCOC(=O)c1ccc(NC(=O)CSc2ccc(-c3cccnc3)nn2)cc1	-5.0	-1.3	-1.3	-8.1	-0.3	-2.4	0.5	-4.4	-0.8	-3.3
O=C(c1ccc(-n2cncn2)c2ccoc12)N1CCOCC1	-0.7	8.5	-0.7	6.0	1.5	-1.4	3.6	0.3	1.7	.
CCCS(=O)(=O)N1CCN(C(=O)c2cccc(OC)c2)CC1	6.2	-15.2	-0.2	2.6	-1.8	0.7	0.4	-1.3	-3.6	8.2
CC(C#N)(CCc1ccccn1)CCc1ccccn1	-2.8	-7.3	2.2	5.1	1.0	-4.8	5.1	0.4	0.7	4.4

Look-ups from above:
O=C(Nc1ccccc1)c1ccc(S(=O)(=O)N2CCCCC2)cc1 – rCAG binder: 1.3
COc1cc(C(=O)NC(=S)NC(C)C)cc(OC)c1OC – HTRA1 inhibitor: -2.3
CCOC(=O)c1ccc(NC(=O)CSc2ccc(-c3cccnc3)nn2)cc1 – GC-B act: -1.3
